mHTT CaM bind – mHTT-calmodulin interaction abrogation. AID 1671202. AlphaScreen His-mHTT/GST-CaM binding, luminescence. 3.6% of 190,000 active. inhibition, % at 15 µM;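 also: 0% = both proteins with DMSO and 100% = one protein alone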
Pf apPOL inh – Pf-apPOL DNA polymerase inhibition; 0.25% of 210,000 active; inhibition, % at 10 µM; AID 1794808; Recombinant Pf-apPOL, molecular beacon fluorescence, 1.5 h
* = called active by the depositor; i = inactive; . = no result given; & = joins results of further samples. Rule as the data show it: active = inhibition above about 50%; inactive = the rest. Random draw from the library; about 3.6% have a hit in one of these screens.

SMILES | mHTT CaM bind | Pf apPOL inh
Cc1ccc(N2CCC(C(=O)NC(C)(C)C)C2=O)cc1Cl (stereo not drawn) | -3.9 | -6.3
Clc1cc(Br)ccc1OCCCCN1CCOCC1 | -1.0 | -0.6
O=C(O)c1ccc2c(c1)C(=O)c1ccccc1C2=O | 13.3 | 12.7
Cc1ccc(N=Cc2nc(-c3ccc(Cl)cc3)oc2O)c(C)c1 | 2.0 | -1.4
CCc1ccccc1NC(=O)N1CCCC1c1cc(C(C)C)no1 (stereo not drawn) | 6.7 | -0.7
CCOC(=O)Nc1nc2c(s1)CN(S(=O)(=O)c1ccc(C(F)(F)F)cc1)CC2 | -5.9 | 2.5
CC(=O)Nc1ccc(Oc2cc(NC(=O)C(F)(F)F)cc([N+](=O)[O-])c2)cc1 | 2.0 | -4.2
CC(=O)NCCc1csc(C2CCN(C(=O)c3ccc(F)cc3F)CC2)n1 | 3.6 | -1.6
Cn1cccc1C(=O)N1CCC(c2nc(C3CC3)n[nH]2)CC1 | 5.4 | -3.3
Cc1nc(N2CCOCC2)nc(NCc2ccccc2)c1[N+](=O)[O-] | 2.1 | -11.9
COc1ccc(CN2CCN(C(=O)C3CC(=O)N(C4CCCCCC4)C3)CC2)c(OC)c1OC (stereo not drawn) | 17.0 | -17.1
OC(CSCc1ccc(Br)cc1)C(O)CSCc1ccc(Br)cc1 (stereo not drawn) | -1.8 | .
CC(Oc1ccccc1)C(=O)Nc1ccccc1C(C)C (stereo not drawn) | -12.3 | -7.1
COc1cccc(-c2nc(C3CCN(C(=O)c4ccc(C(F)(F)F)cc4)CC3)no2)c1 | 86.4* | -1.8
O=C(NCc1ccc(N2CCOCC2)cc1)c1cn2ccccc2n1 | -3.9 | -2.6
O=C(CN1CCC(c2nc(-c3cccc(F)c3)no2)CC1)Nc1ccccc1Cl | -7.3 | -3.8
CCC(C(=O)N1CCCc2ccccc21)c1ccccc1 (stereo not drawn) | -41.3 | -7.3
Cc1cc(C)c2c(CN3CCCCC3)cc(=O)oc2c1 | -3.4 | 2.1
CC12CC(NC(=O)N1c1cccc(Cl)c1)c1cc(Br)ccc1O2 (stereo not drawn) | 22.0 | 2.6
O=c1/c(=C/C=C/c2ccccc2)sc2nc(-c3ccccc3)nn12 | 4.0 | -8.2
COc1cc(/C=C2\C(=O)ON=C2C)cc(Cl)c1OCc1cccc(F)c1 | 86.0* | 0.0
COc1cccc(NC(=O)Nc2nnc(-c3ccc(C)cc3)s2)c1 | 0.3 | 1.7
O=C(NCc1ccc(F)cc1)N1CCC2(C1)Nc1cccnc1NC2=NCc1ccccc1 (stereo not drawn) | 6.5 | -3.2
CCOC(=O)c1ccc(NC(=O)CS(=O)(=O)Cc2ccccc2)cc1 | -8.1 | -5.7
COc1ccc(-c2nc3nc(C)cc(=O)n3[nH]2)cc1 | -7.0 | 1.4

(further entries)
SMILES | mHTT CaM bind | Pf apPOL inh
COc1cc(CNC(=O)CN(C)C(=O)c2c[nH]c3ccccc23)cc(OC)c1OC | -8.6 | -5.4
Cc1nn(C)cc1CNC(=O)Nc1cccc(Cl)c1 | -4.7 | -2.2
COc1ccccc1CNC(=O)Cc1ccccc1 | -1.6 | 0.9
COc1nn(C)cc1C(=O)Nc1nc(-c2ccc(Cl)s2)cs1 | -18.0 | 2.5
CC(=O)c1ccc(-c2ccc([C@H]3[C@@H]4C=CCC[C@@]4(C)C(=O)N3Cc3ccccc3)c(F)c2)cc1 | 14.0 | -5.7
COc1cccc(C2C(C(=O)Nc3ccc(Cl)cc3)=C(C)Nc3nc4ccccc4n32)c1 (stereo not drawn) | 15.0 | 6.2
COc1ccc(CNc2ccc3c(c2)ncn3C2CCCCC2)cc1 | 46.0 | 5.6
O=C(NCCCCc1ccccc1)c1ccc(Br)cc1 | -9.5 | -0.4
Cc1oc(C2CCN(C(=O)Cc3c(F)cccc3Cl)CC2)nc1C(=O)N1CCCCC1 | 6.9 | -3.0
CCC(Oc1ccccc1)C(=O)Nc1ccc(F)cc1F (stereo not drawn) | -20.0 | -3.9
Cc1csc(NC(=O)Cc2ccc(Br)cc2)n1 | -1.4 | -11.9
Cc1cc(NS(=O)(=O)c2ccc(Cl)cc2)c(C)cc1O | -3.9 | 7.7
N#Cc1cc2c(nc1S(=O)Cc1ccc(Cl)cc1)CCCC2 (stereo not drawn) | -6.0 | 35.6
C=CSc1sc(Cl)c(N2CCCCCC2)c1[N+](=O)[O-] | 43.0 | 6.1
CN(C(=O)CN1C(=O)c2ccccc2C1=O)C1CCCCC1 | 1.0 | 0.8
Oc1ccc(Br)cc1CN1CCN(C2CC3CCC2C3)CC1 (stereo not drawn) | -14.3 | -4.1
CCNC(=O)c1cc2cn(C3CC3)cc2s1 | 10.5 | -3.5
N/C(=N\OC(=O)c1cccc(Br)c1)c1ccccn1 | i | -4.2
Clc1ccc(-c2nc3ncccn3c2Nc2ccc3c(c2)OCCO3)cc1 | 6.0 | -6.0
COc1ccc(Nc2ccccc2)c(C)c1 | 38.2 | 1.3
Cc1cc(OCC(=O)N2CCN(c3ccc([N+](=O)[O-])cc3)CC2)ccc1Cl | 42.6 | -7.8
CC(=O)C1=C(C)NC(SCC(=O)c2ccc(Cl)cc2)=C(C#N)C1c1sccc1C (stereo not drawn) | -44.0 | 3.7
FC(F)Oc1ccccc1C1C=C(c2ccc(I)cc2)Nc2nnnn21 (stereo not drawn) | 13.0 | -5.1
CC1CN(c2ccc([N+](=O)[O-])cc2S(=O)(=O)N2CC(C)OC(C)C2)CC(C)O1 (stereo not drawn) | -1.2 | 6.5
Cc1nc(SCc2nnc(-c3ccccc3)o2)c(C#N)c(C)c1C | -6.0 | -1.9

As entered above:
mHTT CaM bind, Cc1cc(NS(=O)(=O)c2ccc(Cl)cc2)c(C)cc1O : -3.9
mHTT CaM bind, COc1cccc(C2C(C(=O)Nc3ccc(Cl)cc3)=C(C)Nc3nc4ccccc4n32)c1 (stereo not drawn) : 15.0
mHTT CaM bind, Cc1cc(OCC(=O)N2CCN(c3ccc([N+](=O)[O-])cc3)CC2)ccc1Cl : 42.6
Pf apPOL inh, CC1CN(c2ccc([N+](=O)[O-])cc2S(=O)(=O)N2CC(C)OC(C)C2)CC(C)O1 (stereo not drawn) : 6.5

The main list resumes, repeating the 2 entries before the break.
SMILES | mHTT CaM bind | Pf apPOL inh
CC1CN(c2ccc([N+](=O)[O-])cc2S(=O)(=O)N2CC(C)OC(C)C2)CC(C)O1 (stereo not drawn) | -1.2 | 6.5
Cc1nc(SCc2nnc(-c3ccccc3)o2)c(C#N)c(C)c1C | -6.0 | -1.9
CC(=O)N(C1=C(N2CCCCC2)C(=O)c2ccccc2C1=O)c1ccccc1C | 27.1 | -12.2
Cc1ccc(CNC(=O)CCC2CCCCC2)cc1 | -11.0 | 0.8
O=C(CSc1nn2c(SCC(=O)c3cccs3)nnc2s1)c1cccs1 | 17.0 | 4.8
Cc1ccc2[nH]c(=O)c(-[n+]3ccccc3)c(-c3ccccc3)c2c1 | 0.0 | 3.6
CC(Nc1ccccc1)c1ccccc1O (stereo not drawn) | 3.4 | 0.1
O=c1c2nc(-c3cccs3)cn2ccn1-c1ccc(Cl)cc1 | -3.4 | 1.4
Cn1c(=O)c(C(=O)NCc2ccc(F)cc2)nc2cccnc21 | 3.7 | 1.3
O=c1cc(-c2ccccc2)oc2c(O)c(O)ccc12 | . | 21.1
CCCCNc1c2c3c(cccc3n(C)c1=O)C(=O)c1ccccc1-2 | -43.0 | 1.2
COc1cccc(CNC(=O)N2CCc3nc[nH]c3C2)c1 | -8.1 | -0.7
COc1ccc(N2CC(c3nnc(NC(=O)c4cccc(OC)c4)o3)CC2=O)cc1 (stereo not drawn) | 8.7 | -1.5
CC(C)CCNS(=O)(=O)c1cc(Br)cc2c1N(C(=O)C1CC1)CC2 | -3.0 | 0.2
O=C1c2ccc(Oc3ccc([N+](=O)[O-])cc3)cc2C(=O)N1CC1CCCO1 (stereo not drawn) | -4.0 | -2.8
O=C(Nc1nnc(Cc2ccc(F)cc2)o1)c1cc2ccccc2o1 | -10.3 | -62.8
CCc1cccc(NC(=O)c2ccc(SCCN3CCOCC3)nc2)c1 | 17.3 | -0.2
O=c1[nH]c2cc(F)ccc2c(O)c1-c1nc(-c2cccc(F)c2)no1 | -5.1 | -3.3
O=C(NCc1ccc(F)cc1)C1CCN(c2nccnc2Oc2ccccc2)CC1 | -8.6 | 3.3
CC(=O)N1CCN(CC(=O)N2N=C(c3cccc(C)c3)CC2c2ccc(C)cc2)CC1 (stereo not drawn) | 81.7* | -5.1
N#Cc1sc(N)c(C#N)c1N | -2.7 | .
CC12CC3(C)CC(C)(C1)CC(C(=O)NC(C)(C)CO)(C2)C3 | -4.8 | -1.3
Cc1ccc(NC(=O)C2CC(=O)N(C3CCCCC3)C2)cc1 (stereo not drawn) | 6.2 | -5.1
COc1ccccc1OCCSc1nc2ccccc2n1CCO | -4.0 | -1.8
O=C(C1=NN(CCc2ccccc2)c2ccccc2S1(=O)=O)N1CCCC1 | 0.5 | -3.1
COc1ccccc1Oc1c(F)c(F)nc(N2CCCC2)c1F | -50.0 | 1.2
O=C(Nc1ccc2c(c1)CN(C(=O)c1ccccc1)CC2)c1ccc(Br)o1 | 3.3 | -2.2

A second format for some results above.
> CC12CC3(C)CC(C)(C1)CC(C(=O)NC(C)(C)CO)(C2)C3
  mHTT CaM bind: -4.8; Pf apPOL inh: -1.3
> Cc1ccc(NC(=O)C2CC(=O)N(C3CCCCC3)C2)cc1 (stereo not drawn)
  mHTT CaM bind: 6.2; Pf apPOL inh: -5.1
> COc1ccccc1OCCSc1nc2ccccc2n1CCO
  mHTT CaM bind: -4.0; Pf apPOL inh: -1.8
> O=C(C1=NN(CCc2ccccc2)c2ccccc2S1(=O)=O)N1CCCC1
  mHTT CaM bind: 0.5; Pf apPOL inh: -3.1

Other entries.
SMILES | mHTT CaM bind | Pf apPOL inh
CCCCCCCCCCCCn1c(SCCC)nc2c1c(=O)[nH]c(=O)n2C | -3.4 | .
CCCC(=O)Nc1ccccc1C(N)=O | -7.7 | 5.0
COc1cc([N+](=O)[O-])ccc1NC(=O)c1ccccc1F | 4.5 | -4.7
COc1ccc(Br)cc1C1SCCN1C(=O)c1ccc([N+](=O)[O-])cc1 (stereo not drawn) | 25.0 | -6.5
CCCNc1cc(N2CCCC(CCC(=O)NCCc3ccncc3)C2)ncn1 (stereo not drawn) | 3.6 | -3.3
Nc1c(Br)cc(Cl)c2c1C(=O)c1ccccc1C2=O | 18.0 | 4.8
Cc1ccnc(N2CCCC(C(=O)NC3CCCC3)C2)n1 (stereo not drawn) | -9.7 | -1.2
CCN(Cc1ccccc1)C(=O)C1CCN(CCCc2ccccc2)CC1 | -1.7 | -7.8
COc1ccc(-c2nc(=S)[nH][nH]2)cc1 | . | 3.7
COc1ccc(Nc2ncc3c(n2)CCN(Cc2ccc(OC(C)C)cc2)C3)c(OC)c1 | 20.9 | -7.3
Cc1ccc(-c2nnc(CCC(=O)N3CCc4ccccc4C3)c(=O)[nH]2)cc1 | 10.9 | -1.9
CSc1ccccc1C(=O)N1CCN(c2c(C)nn(C3CCS(=O)(=O)C3)c2C)CC1 (stereo not drawn) | -2.3 | -0.7
CC(NC(=O)CCc1cn(C)c2ccccc12)c1ccccc1 (stereo not drawn) | 8.0 | -13.7
CC(C)CN1CCn2cc(C(=O)NCc3ccc4c(c3)OCO4)nc2C1 | 9.9 | -3.1
CC1CCCN(c2ccc(-c3noc(CN(C)C4CCCCC4)n3)cn2)C1 (stereo not drawn) | 10.0 | 0.7
Cn1nc(CC(=O)Nc2ccc3c(c2)OCO3)c2ccccc2c1=O | 0.0 | -2.4
N#CCCN(N)c1nc2ccccc2s1 | -5.5 | 0.5
O=C(CSC1=NCCc2ccccc21)c1ccc(Cl)c(Cl)c1 | . | -7.4&-21.2
CCn1cnc2c(-c3ccccc3)csc2c1=O | -10.5 | -8.0
O=C1C(=Cc2ccncc2)Oc2cc(OCc3ccc([N+](=O)[O-])cc3)ccc21 | 19.1 | 1.1
CCOC(=O)N1CCN(C(=O)CSc2ccc(-c3ccc(OC)cc3)nn2)CC1 | -9.5 | -15.4
Cc1ccsc1C(=O)N1CCCC(OCc2nc(C3CC3)no2)C1 (stereo not drawn) | -7.5 | -8.3
COc1ccc(NC(=O)Cn2c(C)nc3c(c2=O)CCN(Cc2ccccc2)C3)cc1 | 4.0 | -5.8
CCC1CN(C(=O)NCCc2ccccc2)c2cc(C)ccc2O1 (stereo not drawn) | -5.4 | 3.7
N#Cc1ccc(C(=O)N2CCC3(CC2)NC(=O)N(Cc2cccc(Cl)c2)C3=O)cc1 | 20.3 | -5.8

Bioassay records as filed in PubChem BioAssay.
